Bioassay records deposited in PubChem by University of Kansas High Throughput Screening Laboratory.
mHTT-CaM PPI inh: mHTT-calmodulin interaction abrogation; P42858; AlphaScreen His-mHTT/GST-CaM binding, luminescence; inhibition, % at 15 µM; actives 3.6% (n = 190,000);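 also: 0% = both proteins with DMSO and 100% = one protein alone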
Target sequence (P42858 whole entry, looked up, stated change not applied): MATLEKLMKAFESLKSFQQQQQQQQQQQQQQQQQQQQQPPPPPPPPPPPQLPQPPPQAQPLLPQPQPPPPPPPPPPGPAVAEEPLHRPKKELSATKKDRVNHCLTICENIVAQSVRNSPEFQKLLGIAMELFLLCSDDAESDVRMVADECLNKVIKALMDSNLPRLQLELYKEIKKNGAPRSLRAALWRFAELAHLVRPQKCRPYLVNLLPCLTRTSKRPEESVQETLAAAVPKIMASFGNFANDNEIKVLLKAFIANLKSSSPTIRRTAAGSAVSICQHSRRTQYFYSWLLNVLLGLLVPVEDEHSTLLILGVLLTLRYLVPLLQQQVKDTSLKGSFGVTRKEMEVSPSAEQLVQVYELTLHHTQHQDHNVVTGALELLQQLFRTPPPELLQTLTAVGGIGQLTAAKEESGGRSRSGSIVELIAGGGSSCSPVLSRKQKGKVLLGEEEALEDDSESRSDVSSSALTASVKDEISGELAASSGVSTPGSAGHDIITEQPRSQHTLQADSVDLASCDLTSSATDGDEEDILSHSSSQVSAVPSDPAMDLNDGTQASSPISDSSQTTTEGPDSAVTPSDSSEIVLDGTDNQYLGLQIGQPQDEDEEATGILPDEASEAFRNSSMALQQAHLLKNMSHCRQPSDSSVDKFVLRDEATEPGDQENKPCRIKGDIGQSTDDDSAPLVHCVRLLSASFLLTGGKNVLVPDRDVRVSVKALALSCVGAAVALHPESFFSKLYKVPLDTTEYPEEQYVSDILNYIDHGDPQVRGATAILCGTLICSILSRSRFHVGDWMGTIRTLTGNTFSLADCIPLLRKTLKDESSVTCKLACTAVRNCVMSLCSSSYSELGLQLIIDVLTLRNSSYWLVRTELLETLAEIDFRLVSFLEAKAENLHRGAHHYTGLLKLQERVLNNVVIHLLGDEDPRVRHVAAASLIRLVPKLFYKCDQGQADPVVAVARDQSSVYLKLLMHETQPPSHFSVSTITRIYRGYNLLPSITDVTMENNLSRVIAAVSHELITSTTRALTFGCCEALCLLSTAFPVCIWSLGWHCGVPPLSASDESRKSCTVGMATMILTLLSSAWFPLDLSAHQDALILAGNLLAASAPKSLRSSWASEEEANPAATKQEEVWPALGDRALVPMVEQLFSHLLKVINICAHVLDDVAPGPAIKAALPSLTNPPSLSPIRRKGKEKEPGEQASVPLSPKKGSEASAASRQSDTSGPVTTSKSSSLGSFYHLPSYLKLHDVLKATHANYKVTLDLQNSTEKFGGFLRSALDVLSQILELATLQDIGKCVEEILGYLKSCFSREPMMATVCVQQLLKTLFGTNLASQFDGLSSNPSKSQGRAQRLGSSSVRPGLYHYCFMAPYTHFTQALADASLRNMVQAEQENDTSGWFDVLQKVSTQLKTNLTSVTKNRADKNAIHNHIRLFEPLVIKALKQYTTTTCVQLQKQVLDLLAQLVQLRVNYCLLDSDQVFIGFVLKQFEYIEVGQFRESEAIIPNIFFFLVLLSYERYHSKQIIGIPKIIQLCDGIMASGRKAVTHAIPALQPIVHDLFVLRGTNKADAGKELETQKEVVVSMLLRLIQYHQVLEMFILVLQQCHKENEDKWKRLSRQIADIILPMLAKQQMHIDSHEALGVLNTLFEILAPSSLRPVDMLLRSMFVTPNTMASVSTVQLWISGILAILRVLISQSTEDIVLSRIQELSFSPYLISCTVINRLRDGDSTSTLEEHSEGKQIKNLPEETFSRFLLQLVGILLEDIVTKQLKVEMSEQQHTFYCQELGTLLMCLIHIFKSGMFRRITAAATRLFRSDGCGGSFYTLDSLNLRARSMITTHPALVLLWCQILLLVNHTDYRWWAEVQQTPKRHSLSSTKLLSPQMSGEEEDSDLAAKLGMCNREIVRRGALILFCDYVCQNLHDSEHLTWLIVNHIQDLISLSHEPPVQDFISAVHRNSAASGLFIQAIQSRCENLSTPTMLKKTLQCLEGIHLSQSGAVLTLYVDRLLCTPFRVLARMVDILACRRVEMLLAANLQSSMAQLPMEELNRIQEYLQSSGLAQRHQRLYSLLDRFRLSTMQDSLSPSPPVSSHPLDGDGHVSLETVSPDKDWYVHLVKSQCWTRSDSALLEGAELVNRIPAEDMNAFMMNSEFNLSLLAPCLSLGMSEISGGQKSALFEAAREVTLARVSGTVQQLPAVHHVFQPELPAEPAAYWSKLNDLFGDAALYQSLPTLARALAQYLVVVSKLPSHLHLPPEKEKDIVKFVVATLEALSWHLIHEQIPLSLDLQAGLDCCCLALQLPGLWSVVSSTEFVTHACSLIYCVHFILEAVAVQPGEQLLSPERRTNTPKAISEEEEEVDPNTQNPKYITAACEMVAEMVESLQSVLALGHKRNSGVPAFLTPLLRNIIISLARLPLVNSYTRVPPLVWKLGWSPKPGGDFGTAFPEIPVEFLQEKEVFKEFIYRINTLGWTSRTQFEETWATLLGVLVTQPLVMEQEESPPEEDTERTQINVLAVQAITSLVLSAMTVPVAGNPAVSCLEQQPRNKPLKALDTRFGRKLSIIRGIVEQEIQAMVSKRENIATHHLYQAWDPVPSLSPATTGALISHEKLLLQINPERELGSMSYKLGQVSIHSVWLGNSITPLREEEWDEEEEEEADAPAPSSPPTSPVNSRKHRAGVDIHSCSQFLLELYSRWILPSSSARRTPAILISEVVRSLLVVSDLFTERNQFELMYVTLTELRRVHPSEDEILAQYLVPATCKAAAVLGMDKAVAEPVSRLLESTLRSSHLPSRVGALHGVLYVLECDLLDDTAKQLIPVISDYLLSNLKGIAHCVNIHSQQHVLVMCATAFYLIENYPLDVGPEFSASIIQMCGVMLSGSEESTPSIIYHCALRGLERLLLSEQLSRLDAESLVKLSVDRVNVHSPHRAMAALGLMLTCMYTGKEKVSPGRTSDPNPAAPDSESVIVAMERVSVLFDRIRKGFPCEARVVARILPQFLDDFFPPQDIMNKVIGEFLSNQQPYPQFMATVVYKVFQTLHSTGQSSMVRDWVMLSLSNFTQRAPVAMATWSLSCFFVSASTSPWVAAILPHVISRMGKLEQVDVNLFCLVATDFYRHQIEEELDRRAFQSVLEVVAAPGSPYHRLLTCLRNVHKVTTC
Pf apPOL inh: Pf-apPOL DNA polymerase inhibition; Recombinant Pf-apPOL, molecular beacon fluorescence, 1.5 h; inhibition, % at 10 µM; actives 0.25% (n = 210,000); AID 1794808
* hit, by the source's call; i = inactive; . = not tested or not shown; & = joins results of further samples. Rule as the data show it: active = inhibition above about 50%; inactive = the rest. Only part of the results is shown, so the mix of outcomes need not match the whole.

mol	mHTT-CaM PPI inh	Pf apPOL inh
CCCC[N+]12C(O)C(CC)C3CC1C1N(C)c4ccccc4C14CC2C3C4O (stereo unspecified)	.	-15.4
COc1ccc(-n2c(/C=C/c3cccs3)nc3ccccc3c2=O)cc1Cl	27.0	-4.0
CCOC(=O)[C@]12Cc3cc(N(C)C)ccc3[C@H]1N(Cc1ccccc1)C(=O)c1ccccc12	1.5	-1.8
CN1CCC2(Cl)CCCCC2C1 (stereo unspecified)	.	-11.3
CCCCCCCCC1CCNC1=O (stereo unspecified)	-4.5	.
COc1ccccc1N1CCN(Cc2cccc([N+](=O)[O-])c2)CC1	-1.8	-10.2
COc1ccc(CNCCc2cccc(Cl)c2)cc1OC	0.0	-0.6
CCOC(=O)C1C2NC(=S)N(CCOC)C1(C)Oc1ccc([N+](=O)[O-])cc12 (stereo unspecified)	3.6	-2.4
CCN1C(=O)NC(=O)/C(=C/c2cn(CC(=O)N3CCCCC3)c3ccccc23)C1=O	7.0	0.8
Cc1cc(C)n(CCN2CCN(C(=O)Cc3cccs3)CC2)n1	-3.3	-8.4
Fc1cccc(CN2CCCCC2c2cccnc2)c1 (stereo unspecified)	-7.3	-1.7
CCCN1CCC[C@@H](c2cccc(O)c2)C1	.	-10.3
CCCCC/C(=N\O)c1c(C)[nH]c2ccccc12	i	.
Nc1ccc(Cl)cc1C(=O)c1ccccc1Cl	18.1	19.9
CCN1CCN(Cc2cccc(OC)c2)CC1	-1.2	-1.3
CCCN(CCC)C1Cc2cc(OC)c(OC)cc2C1	.	10.4
Cc1cccc(-n2c(/C=C/c3cccnc3)nc3ccccc3c2=O)c1	100.2*	-9.2
CN1C(=O)C(=Cc2ccc(-c3ccc(Cl)cc3C(=O)O)o2)C(=O)N(C)C1=O	0.0	-1.9
Clc1ccccc1CN1CCN(Cc2ccccc2)CC1	-0.1	0.8
COCCCNC1CCC(C)C1 (stereo unspecified)	-4.3	0.0
CC1=CC(=C2C(=O)NC(=O)NC2=O)C=C(C(F)(F)F)N1Cc1ccccc1	13.0	1.3
CN1CCN(Cc2ccc(Cl)nc2)/C1=C(/C(Cl)=C(Cl)Cl)[N+](=O)[O-]	7.0	-4.7
COc1ccccc1NC(=O)c1cc(C)n(CCN2CCCC2)c1C	19.9	1.4
COc1ccc(Br)cc1CNCCc1c[nH]c2ccccc12	11.0	-0.8
Cc1cccc(C)c1NC(=O)CN1CCCC1=O	.	10.9

mol	mHTT-CaM PPI inh	Pf apPOL inh
COC[C@H]1OC(=O)c2coc3c2[C@@]1(C)C1=C(C3=O)C2CCC(=O)[C@@]2(C)C[C@H]1OC(C)=O (stereo partly specified)	.	-2.8
Cn1cc(/C=C/c2nc3ccccc3c(=O)n2-c2ccccc2)c2ccccc21	3.9	-4.2
O=[N+]([O-])c1ccc(CN2CCCCC2c2cccnc2)cc1 (stereo unspecified)	5.1	-9.2
CN(C)C(=O)Oc1ccc2c(c1)OC(=Cc1ccc(Cl)cc1)C2=O	4.1	-5.5
N#CC1(O)CN2CCC1CC2 (stereo unspecified)	.	-2.1
CCC12CN3CCN(CC(C3)C1NC(C)=O)C2 (stereo unspecified)	-0.1	2.9
COc1cccc(CN2CCN(c3cccc(Cl)c3)CC2)c1	-3.9	4.4
COc1ccc2c(c1)C1(CCN(C(=O)c3ccccc3)C1)C(=O)N2 (stereo unspecified)	7.7	-3.9
CC[C@@H](C(N)=O)N1CCCC1=O	.	15.2
CC1=CC(=C2C(=O)NC(=O)NC2=O)C=C(C(F)(F)F)N1C(C)C	8.0	6.4
CC1=Nc2cc(C(=O)N3CCC4(CC3)OCCO4)ccc2Sc2ccc(Cl)cc21	49.0	-15.9
COc1ccc2c(c1)C1(CCN(C(=O)c3ccccc3C(F)(F)F)C1)C(=O)N2 (stereo unspecified)	12.5	-3.2
O=C(C1CC(=O)N(c2ccc(F)c(Cl)c2)C1)N1CCC2(CC1)OCCO2 (stereo unspecified)	-3.0	-47.6
O=C(NCCN1CCN(C(=O)Cc2ccc(F)cc2)CC1)c1ccsc1	-4.3	-5.1
Fc1ccc(C2CC(c3cccnc3)Nc3ncnn32)cc1 (stereo unspecified)	0.0	-6.5
CC1(C)CC2(CCCN(CCC#N)C2)CCS1 (stereo unspecified)	5.0	-4.7
CC12CCC(O)CC1CCC1C2CCC2(C)C(C3=CC(=O)OC3)C(O)CC12O (stereo unspecified)	.	-10.4
NC(N)=NN[C@H]1O[C@H](CO)[C@@H](O)[C@@H](O)[C@H]1O	.	-4.2
O=C(CCN1C(=O)c2cccc([N+](=O)[O-])c2C1=O)Nc1ccc(Cl)cc1C(=O)c1ccccc1	10.0	-4.8
O=c1c2ccccc2nc(/C=C/c2ccc3c(c2)OCO3)n1-c1ccccc1Cl	2.9	-6.0
CN(C)Cc1c[nH]c2ccccc12	.	-4.0
COc1ccc(CN2CCN(C)CC2)c(C)c1C	-3.5	-4.1
CCOc1ccccc1N1CCN(Cc2ccc(C)cc2C)CC1	-11.0	-3.4
Cc1ccccc1N1CCN(Cc2ccc([N+](=O)[O-])cc2)CC1	7.2	-17.6
Oc1ccc(Br)cc1CN1CCN(Cc2ccccc2)CC1	-0.7	-0.8

21 structures already listed, arranged by number of heavy atoms, lowest first.
mol	mHTT-CaM PPI inh	Pf apPOL inh
N#CC1(O)CN2CCC1CC2 (stereo unspecified)	.	-2.1
COCCCNC1CCC(C)C1 (stereo unspecified)	-4.3	0.0
CN(C)Cc1c[nH]c2ccccc12	.	-4.0
CCCCCCCCC1CCNC1=O (stereo unspecified)	-4.5	.
CCCN1CCC[C@@H](c2cccc(O)c2)C1	.	-10.3
CCN1CCN(Cc2cccc(OC)c2)CC1	-1.2	-1.3
Cc1cccc(C)c1NC(=O)CN1CCCC1=O	.	10.9
CCCN(CCC)C1Cc2cc(OC)c(OC)cc2C1	.	10.4
Clc1ccccc1CN1CCN(Cc2ccccc2)CC1	-0.1	0.8
Oc1ccc(Br)cc1CN1CCN(Cc2ccccc2)CC1	-0.7	-0.8
CC1=CC(=C2C(=O)NC(=O)NC2=O)C=C(C(F)(F)F)N1C(C)C	8.0	6.4
CCOc1ccccc1N1CCN(Cc2ccc(C)cc2C)CC1	-11.0	-3.4
COc1ccccc1NC(=O)c1cc(C)n(CCN2CCCC2)c1C	19.9	1.4
Cc1cccc(-n2c(/C=C/c3cccnc3)nc3ccccc3c2=O)c1	100.2*	-9.2
CN1C(=O)C(=Cc2ccc(-c3ccc(Cl)cc3C(=O)O)o2)C(=O)N(C)C1=O	0.0	-1.9
COc1ccc2c(c1)C1(CCN(C(=O)c3ccccc3C(F)(F)F)C1)C(=O)N2 (stereo unspecified)	12.5	-3.2
CC1=Nc2cc(C(=O)N3CCC4(CC3)OCCO4)ccc2Sc2ccc(Cl)cc21	49.0	-15.9
CCN1C(=O)NC(=O)/C(=C/c2cn(CC(=O)N3CCCCC3)c3ccccc23)C1=O	7.0	0.8
COC[C@H]1OC(=O)c2coc3c2[C@@]1(C)C1=C(C3=O)C2CCC(=O)[C@@]2(C)C[C@H]1OC(C)=O (stereo partly specified)	.	-2.8
CCOC(=O)[C@]12Cc3cc(N(C)C)ccc3[C@H]1N(Cc1ccccc1)C(=O)c1ccccc12	1.5	-1.8
O=C(CCN1C(=O)c2cccc([N+](=O)[O-])c2C1=O)Nc1ccc(Cl)cc1C(=O)c1ccccc1	10.0	-4.8

Copied from the list:
COc1cccc(CN2CCN(c3cccc(Cl)c3)CC2)c1 @ Pf apPOL inh = 4.4
COc1ccc2c(c1)C1(CCN(C(=O)c3ccccc3C(F)(F)F)C1)C(=O)N2 (stereo unspecified) @ mHTT-CaM PPI inh = 12.5

Next part.
mol	mHTT-CaM PPI inh	Pf apPOL inh
C[S+](C)c1c(O)n(-c2ccccc2)c(=O)[nH]c1=O	-6.5	-2.8
CCOCCCNC(=O)N1CCC2(C1)C(=O)Nc1ccc(OC)cc12 (stereo unspecified)	6.2	0.1
Cc1cc(N(C)C)cc(C)[n+]1OC(=O)N(c1ccccc1)c1ccccc1	-4.0	16.9
CCOC(=O)[C@]12Cc3cc(Cl)ccc3[C@H]1N(Cc1ccccc1)C(=O)c1cc(OC)ccc12	-2.4	-2.3
COc1ccc(OC)c(CN2CCN(c3ccccc3)CC2)c1	9.6	-0.5
COc1ccc(C(CC(=O)N2CCC3(CC2)OCCO3)NS(=O)(=O)c2ccc(F)cc2)cc1 (stereo unspecified)	-1.0	-2.8
OC1/C(=C\c2ccccc2Cl)N2CCC1CC2 (stereo unspecified)	-5.0	3.4
CCn1cc(C(=O)NCc2cccc(C)c2)c2cccnc21	-3.0	-12.8
Cc1c(OC(=O)N(C)C)ccc2c1OC(=Cc1ccc3c(c1)OCO3)C2=O	-6.3	-5.6
COc1ccccc1C=C1Oc2cc(OC(=O)N(C)C)ccc2C1=O	0.1	-6.9
CCC(=O)Nc1ccc(Cl)c(Cl)c1	-2.1	4.4
CNC(=O)ON=C(N)Cc1csc2ccc(Cl)cc12	.	-8.6
Brc1ccc(CN2CCNCC2)cc1	-6.0	-0.5
COc1ccc2c(c1)C1(CCN(C(=O)c3ccc(OC)c(OC)c3)C1)C(=O)N2C (stereo unspecified)	6.5	-2.3
c1cncc(CNCCc2c[nH]c3ccccc23)c1	-1.0	1.0
CCCC[n+]1cc(N=C([O-])OC)on1	-4.1	.
O=C(NC1CCCCCC1)C(Cl)(Cl)Cl	-7.1	-3.4
CCC1(Cc2ccccc2)C(=O)NC(=O)NC1=O	-1.9	1.9
COc1ccc2c(c1)C1(CCN(C(=O)Cc3ccc(OC)c(Cl)c3)C1)C(=O)N2 (stereo unspecified)	17.5	-2.0
CCCN1CCN(c2cnn3cnnc3c2)CC1	-6.6	1.2
O=C(c1ccccc1Cl)c1cc(Cl)ccc1NC(=O)c1cnc2n(c1=O)CCS2	3.0	1.2
FCCOc1ccc(OCCF)cc1	-1.2	-1.7
c1ccc2sc(C3(N4CCCCC4)CCCCC3)cc2c1	.	21.1
CCC(C)NC(=O)c1ccc(N2CC3CC(C2)c2cccc(=O)n2C3)c(N)c1 (stereo unspecified)	2.0	6.1
O=C1NC(=O)C(=Cc2cn(CCOc3ccc4c(c3)OCO4)c3ccccc23)C(=O)N1	9.0	4.4

mol	mHTT-CaM PPI inh	Pf apPOL inh
Cc1c(C(=O)N2CCC3(CC2)OCCO3)oc2ccc(S(=O)(=O)N3CCCCCC3)cc12	3.0	3.0
COc1cc(COc2cc(C)cc3oc(=O)c4c(c23)CCC4)cc(OC)c1OC	-8.0	7.2
COc1ccc(Br)cc1CN1CCN(c2ccc(F)cc2)CC1	19.4	-13.5
CC(=O)Nc1ccc(-c2ccccc2)cc1	.	-5.9
COc1cc(C2C(C#N)=C(N)Oc3c2c(=O)oc2ccccc32)cc(OC)c1OC (stereo unspecified)	-1.1&-2.0	-4.1&-9.7
Cc1ccccc1CN1CCN(C(C)C)CC1	-3.1	-7.2
C1CCCC(N2CCOCC2)CCC1	-15.6	10.1
O=c1cccc2n1CC1CC2CN(Cc2cc(Br)ccc2O)C1 (stereo unspecified)	3.1	1.4
CC1(C)CC2(CCCNC2)CCO1 (stereo unspecified)	-4.2	4.0
COc1cccc(CN2CCN(c3ccccc3F)CC2)c1	-3.6	-0.7
Cc1nc2ccccc2c(=O)n1-c1ccc(Br)cn1	-9.3	-2.3
Cc1[nH]nc2c1C1(CN3CCC1CC3)C(C#N)=C(N)O2 (stereo unspecified)	-4.0	.
CN1CCC2(CC1)C(C#N)=C(N)NC(S)=C2C#N	19.2	.
CCCC(=O)NC(Oc1ccccc1)C(Cl)(Cl)Cl (stereo unspecified)	-15.0	-4.8
COc1ccc(CNC(=O)c2nc(C)n(C3CCN(C)CC3)c2C)cc1	3.1	4.4
O=C(NC(C(Cl)Cl)N1CCOCC1)c1ccccc1 (stereo unspecified)	0.0	-2.0
CN(CCc1ccccn1)C1CCCC1	0.7	-7.9
Cc1ccc(C)c(CN2CCN(c3ccccc3)CC2)c1	6.5	-3.9
CCc1cc2c(OC(=O)N(C)C)ncnc2s1	.	3.6
CC(C)c1cc(=O)n2c(n1)SCC2CC(=O)N1CC2CC(C1)c1cccc(=O)n1C2 (stereo unspecified)	-1.2	-1.5
O=[N+]([O-])c1ccc(N2CCN(Cc3c(F)cccc3Cl)CC2)cc1	21.4	1.4
CN1CCN(c2ccc([N+](=O)[O-])c(Sc3nccn3C)c2)CC1	1.3	-3.5
FC(F)(F)c1ccccc1C1NCc2ccccc2-n2cccc21 (stereo unspecified)	13.1	.
Cc1cccc(C)c1-n1c(C(F)(F)F)nc2ccccc2c1=O	-20.0	2.5
COc1ccc2c(c1)C1(CCN(C(=O)c3cccc(Br)c3)C1)C(=O)N2 (stereo unspecified)	16.2	-6.7

mol	mHTT-CaM PPI inh	Pf apPOL inh
O=c1oc2ccccc2c(O)c1C1c2cc(Cl)ccc2Oc2c1c(=O)oc1ccccc21 (stereo unspecified)	18.3	.
CC(C)(C)c1[nH]nc2c1C(c1ccc(F)c(Br)c1)C(C#N)=C(N)O2 (stereo unspecified)	45.0	2.0
Cc1ccc2c(c1)c(=O)c1c3n2CCN(CC#N)C3CC1 (stereo unspecified)	1.0&-3.3	-9.9&-2.9
Fc1cccc(C2NCCc3[nH]cnc32)c1 (stereo unspecified)	9.2	-6.9
